FN deposit inh: inhibitors of fibronectin matrix deposition, primary screen, AH1F cells, Alexa488-fibronectin fluorescence, plate reader; AH1F fibroblasts, overnight; inhibition, % at 12.6 µM; 350,000 compounds, 0.086% hits; AID 743247, 2014;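 active = mean inhibition across replicates of 30% or more, regardless of how many single replicates reach that level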;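 also: positive control wells lacked labelled fibronectin entirely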
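Test system: AH1F fibroblast monolayer depositing Alexa488-labelled fibronectin into matrix. Input: 10000 cells per well. Technique: fluorescence, ex 485 nm, em 525 nm. Buffer or medium: DMEM plus 2% serum, read in PBS. Timing: 1 h cell adhesion before compound, then overnight fibronectin incubation. Compound: single dose, pinned. Read-out basis: inhibition from reduced deposited-fibronectin fluorescence.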
PAX8 reporter: inhibitors of PAX8-driven TPO luciferase reporter, primary screen, RMG-I cells, single concentration; SteadyGlo, 24 h; inhibition, % at 12.6 µM; 360,000 compounds, 1.2% hits; AID 652154, 2013;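 active = mean replicate inhibition at least 60% with every replicate also reaching 60%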;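 also: luciferase light reporting Pax8 driven TPO promoter activity; plate controls were median of neutral control wells for no effect and mitoxantrone controls for full effect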
EWS-Fli inh: EWS/Fli-driven NR0B1 reporter inhibitors, primary screen, A673 cells, NR0B1 luciferase, luminescence, MLPCN library; 350,000 compounds, 0.67% hits; inhibition, % at 12.6 µM; AID 651661, 2012; viability-normalised;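 active = mean inhibition of at least 50% after viability correction, with every replicate also passing that limit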;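 also: firefly luciferase signal divided by Alamar Blue viability fluorescence both relative to DMSO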
ERAP1 inh: human ERAP1 aminopeptidase inhibitors, primary screen, biochemical, single point, plate reader; Endoplasmic reticulum aminopeptidase 1 (Homo sapiens), Q9NZ08; recombinant ERAP1, Leu-AMC fluorescence, 60 min; inhibition, % at 10.7 µM; 340,000 compounds, 0.15% hits;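 active = mean replicate inhibition of at least 30%, or all replicates individually reaching that 30% level; inactive = mean below 30% and not every replicate reaching it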;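 also: 0% = neutral control wells and 100% = L-leucinethiol positive control wells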
Target sequence (Q9NZ08 whole entry, looked up): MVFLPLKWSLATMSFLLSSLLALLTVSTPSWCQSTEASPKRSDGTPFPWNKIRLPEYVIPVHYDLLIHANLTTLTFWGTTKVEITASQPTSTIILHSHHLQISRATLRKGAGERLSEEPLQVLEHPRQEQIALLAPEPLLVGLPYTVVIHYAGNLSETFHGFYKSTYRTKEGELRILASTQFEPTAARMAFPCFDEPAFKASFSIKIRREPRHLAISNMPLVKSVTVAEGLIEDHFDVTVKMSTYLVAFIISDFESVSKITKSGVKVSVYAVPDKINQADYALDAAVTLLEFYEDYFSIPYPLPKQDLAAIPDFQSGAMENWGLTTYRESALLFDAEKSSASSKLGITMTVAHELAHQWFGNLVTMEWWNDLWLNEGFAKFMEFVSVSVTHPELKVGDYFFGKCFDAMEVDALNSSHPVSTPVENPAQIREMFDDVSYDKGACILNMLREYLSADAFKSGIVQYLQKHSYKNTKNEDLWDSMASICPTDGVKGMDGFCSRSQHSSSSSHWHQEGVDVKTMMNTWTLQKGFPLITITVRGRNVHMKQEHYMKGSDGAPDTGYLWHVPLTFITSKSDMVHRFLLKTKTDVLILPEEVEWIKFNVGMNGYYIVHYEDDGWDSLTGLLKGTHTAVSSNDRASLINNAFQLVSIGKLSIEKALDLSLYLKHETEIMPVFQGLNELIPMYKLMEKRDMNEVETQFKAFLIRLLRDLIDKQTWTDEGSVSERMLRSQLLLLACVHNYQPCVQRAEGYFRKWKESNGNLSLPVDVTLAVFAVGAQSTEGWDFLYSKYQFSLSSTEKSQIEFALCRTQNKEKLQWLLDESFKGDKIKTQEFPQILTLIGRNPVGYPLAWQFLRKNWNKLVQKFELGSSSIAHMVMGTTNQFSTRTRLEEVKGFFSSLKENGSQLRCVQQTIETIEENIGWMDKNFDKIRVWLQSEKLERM
PGC1a acetyl inh: inhibitors of PGC1a acetylation signal, primary screen, cell-based, U2OS, AlphaScreen, inhibitor mode; inhibition, % at 15.6 µM; AlphaScreen anti-acetyl-lysine; with virally co-expressed GCN5 acetyltransferase; 350,000 compounds, 0.17% hits; AID 651687, 2012;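 active = every replicate shows inhibition of at least 40%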;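 also: 0% = neutral control wells and 100% = positive control wells; some results beyond the cut were filed as inactive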
S100A4 inh HTS: inhibitors of S100A4-myosin IIA peptide binding, primary screen, biochemical, fluorescence polarization, TAMRA-MyoIIA peptide | Protein S100-A4 (Homo sapiens), P26447 | inhibition, % at 10.7 µM | 360,000 compounds, 0.14% hits | AID 652163, 2013;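 active = mean inhibition of at least 70% across replicates, with every replicate also reaching that level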
Target sequence (P26447 whole entry, looked up): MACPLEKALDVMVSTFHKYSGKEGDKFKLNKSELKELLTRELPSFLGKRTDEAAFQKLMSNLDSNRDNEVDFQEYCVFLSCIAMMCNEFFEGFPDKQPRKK
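Compound dosing: one dose per compound; test system: human S100A4 monomer with TAMRA-labelled myosin IIA peptide; probe or stimulus: TAMRA-labelled myosin IIA heavy-chain peptide probe, 5 nM; medium: HEPES buffer with Ca2+, pH 7.2; schedule: 5 min incubation before reading; benchmarks: neutral control DMSO, positive control TFP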
PglD DTNB: C. jejuni PglD acetyltransferase inhibitors, primary screen, biochemical, DTNB colorimetric, single point | purified PglD enzyme, DTNB colorimetric CoA detection | inhibition, % at 12.5 µM | 360,000 compounds, 0.098% hits; in the data active = inhibition above about 16%, passing the limit was not always enough; also: strong numbers were not always called active
LGR2 inh: inhibitors of bursicon-induced LGR2 CRE-luciferase signal, primary screen, cell-based, HEK293, CRE-luciferase reporter, bursicon stimulation; inhibition, % at 9.99 µM; 380,000 compounds, 0.35% hits; Drosophila bursicon receptor LGR2 (rickets); bursicon-stimulated, 4 h;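 active = drop in luminescence signal, shown as inhibition above about 50% in the replicate tests, limit read from the data, passing the limit was not always enough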;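 also: agonist challenge used bursicon conditioned medium at about half maximal strength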
Active calls of the source: *; . = not tested or not shown.

SMILES | FN deposit inh | PAX8 reporter | EWS-Fli inh | ERAP1 inh | PGC1a acetyl inh | S100A4 inh HTS | PglD DTNB | LGR2 inh
CC1CC1C(=O)OCC(=O)NCc1ccccc1Cl (stereo unspecified) | 0 | -15 | . | 1 | 40 | 0 | -3 | 2
CCCN(CC(=O)Nc1ccccc1C)C(=O)c1ccc(S(=O)(=O)N2CCC(C)CC2)cc1 | -5 | 16 | 3 | 2 | . | 12 | 1 | -19
Cc1ccccc1NC(=O)CCN1CCCC1 | -4 | -3 | -5 | -1 | . | -1 | . | -15
CO[C@H]1CN(C)C(=O)c2ccc(NS(=O)(=O)c3ccc(C)cc3)cc2OC[C@@H](C)NC[C@@H]1C | -6 | . | 3 | -3 | . | -3 | 2 | 4
Cc1ccc(NC(=O)CN(C)C(=O)COC(=O)c2nc3nccc(C)n3n2)cc1 | -2 | -5 | 1 | -1 | -1 | -3 | -1 | 11
Cc1ccc(CNC(=O)c2ccc(Cl)c(S(=O)(=O)N3CCCCC3)c2)cc1 | -6 | 0 | -2 | 2 | -27 | -7 | -1 | 7
OC[C@H]1[C@H](c2ccccc2)C2(CN(Cc3ccncc3)C2)N1Cc1ccncc1 | . | -5 | 4 | 3 | -3 | -4 | . | -14
COC(=O)CNC(=O)c1cccc(-c2ccc(OC)cc2)c1 | -1 | 5 | 7 | -3 | . | 7 | . | -7
Cc1c(C=O)c2ccccc2n1CCOc1ccccc1 | 1 | 20 | -12 | 0 | -19 | 0 | 4 | 7
CCCS(=O)(=O)NC(=O)C1(C)CCCN(C(=O)C2(c3ccc(Cl)cc3)CCCC2)C1 (stereo unspecified) | . | 12 | -4 | 0 | 4 | 3 | 13 | -17
CC(C)(C)NC(=O)c1ccc(Cn2cc(C(F)(F)F)ccc2=O)cc1 | . | -1 | 3 | -2 | 15 | -1 | 2 | -11
O=C(CSC1=NS(=O)(=O)c2cc(F)ccc2N1)NCc1ccccc1 | . | -7 | 2 | -2 | 7 | 15 | . | -7
c1ccc(C2=NN(c3ccccc3)C(c3ccco3)C2)cc1 (stereo unspecified) | 2 | 11 | 0 | -2 | . | 5 | 6 | .
OC1CCCN(CC(O)COC(c2ccc(F)cc2)c2ccc(F)cc2)C1 (stereo unspecified) | -2 | -8 | 3 | 0 | . | 3 | 9 | 5
CCOc1ccccc1NC(=O)CN1C(=O)COc2ccc(S(=O)(=O)N3CCOCC3)cc21 | -10 | 0 | . | -1 | 5 | -3 | 0 | 23
CO[C@H]1CN(C)C(=O)c2ccc(NC(=O)C3CCC3)cc2OC[C@H](C)N(C(=O)NC(C)C)C[C@@H]1C | -12 | . | -8 | -4 | 4 | 1 | . | 0
CCc1ccccc1NC(=O)Nc1cccn(Cc2ccccc2F)c1=O | 6 | 4 | 22 | 0 | 0 | 4 | . | 16
O=C(Cc1cccs1)Nc1cccc([N+](=O)[O-])c1 | 7 | -18 | -5 | 2 | . | -1 | . | .
O=C(COc1ncnc2sccc12)Nc1ccc2c(c1)OCCO2 | 1 | -30 | . | . | 5 | . | -1 | .
NC1=NC(=Nc2cccc(S(=O)(=O)N3CCOCC3)c2)c2ccccc21 | 8 | 4 | 18 | -3 | 19 | -13 | -4 | 8
Cc1cc(C)cc(-n2ncc3c2CCCC3NC(=O)CCCn2cncn2)c1 (stereo unspecified) | 4 | -17 | -12 | -2 | . | -2 | 5 | 0
C[C@@H]1CCCCO[C@@H](CN(C)C(=O)Nc2ccc(F)cc2)[C@H](C)CN([C@@H](C)CO)C(=O)c2cc(NC(=O)NC3CCCCC3)ccc2O1 | . | -1 | 6 | -2 | -28 | -5 | 1 | 16
CCOC(=O)c1c(-c2ccccc2Cl)csc1NC(=O)CSc1nc(C)cc(=O)[nH]1 | -3 | 17 | -8 | 5 | -3 | -5 | . | 23
O=C(N[C@@H]1CC[C@H](CCNS(=O)(=O)c2ccccc2Cl)O[C@@H]1CO)c1ccc(F)cc1 | 7 | -6 | 9 | -3 | -1 | 1 | -1 | -1
Cc1nnc(SCC(N)=O)n1CCc1ccccc1 | 2 | -7 | . | . | -4 | . | 3 | .
(listing goes on)
SMILES | FN deposit inh | PAX8 reporter | EWS-Fli inh | ERAP1 inh | PGC1a acetyl inh | S100A4 inh HTS | PglD DTNB | LGR2 inh
COc1cc(C2CC(=O)Oc3cc(O)ccc32)cc(OC)c1OC (stereo unspecified) | -2 | -17 | -5 | . | 1 | -1 | -1 | -12
CCCC(=O)Nc1ccc2c(c1)C(=O)N(C)[C@H]1CC[C@@H](CC(=O)NCCc3ccccc3)O[C@H]1CO2 | -5 | -1 | 0 | 2 | 6 | -8 | -1 | 7
COc1cc(-c2ccc3oc(-c4ccsc4)cc(=O)c3c2)cc(OC)c1OC | 3 | 5 | -7 | 3 | -4 | -1 | 2 | 64*
Cc1cc(C(=O)Nc2cccc(S(=O)(=O)N3CCCC3)c2)c2ccccc2n1 | 10 | -4 | 4 | -2 | -13 | -4 | -1 | -12
O=C(NS(=O)(=O)c1cccs1)[C@H]1O[C@@H](n2ccc(=O)[nH]c2=O)[C@H](O)[C@@H]1O | 8 | -8 | -18 | 1 | . | 1 | . | 2
CC(=O)Nc1ccc(N/C=C2/CCCC2=O)cc1 | -3 | 4 | -2 | . | 2 | 4 | -4 | -1
COc1ccccc1CNC(=O)c1cccc(-c2ccc(C)c3ccccc23)n1 | -14 | 11 | 31 | -4 | . | -8 | . | -16
CC(C)C1C(=O)N(Cc2cn(Cc3ccco3)nn2)CCS(=O)(=O)N1Cc1ccc(-c2cccc(N(C)C)c2)cc1 (stereo unspecified) | 7 | 22 | 4 | 4 | 10 | -5 | . | -18
CCn1c(SCC(=O)c2[nH]c(C)c(C(C)=O)c2C)nnc1-c1cccs1 | -2 | 26 | . | . | -10 | . | 4 | .
COc1ccccc1C#Cc1cnc2c(c1)C(=O)N([C@H](C)CO)C[C@H](C)[C@H](CN(C)C(C)=O)O2 | . | . | -22 | 7 | 1 | 12 | -1 | -15
COc1ccc(N/C=C/C(=O)c2cc(OC)c(OC)c(OC)c2)cc1 | 17 | 19 | 36 | -1 | . | -3 | -9 | -8
O=C(CSc1nnnn1C1CCCCC1)Nc1cccc(NC(=O)c2ccco2)c1 | 2 | 0 | . | . | -39 | . | -4 | .
O=C1CCCC[C@@H](CO)[C@H](O)C[C@H](c2ccccc2)O1 | 5 | 12 | -6 | 2 | . | 14 | . | -13
NC(=O)c1ccc(NC(=O)CCN2C(=O)c3ccccc3C2=O)cc1 | -2 | 5 | 7 | -6 | -8 | 0 | -4 | -9
COC(=O)Nc1ccc2ccc3c(NC(=O)OC)ccc4ccc1c2c43 | 7 | -13 | -9 | -1 | 10 | -3 | . | 7
O=C(NCc1ccccc1)c1cc(-c2ccncc2)nc2ccccc12 | -15 | 8 | -10 | -2 | -2 | 11 | 4 | 5
O=C(NN1CCOCC1)c1ccccc1 | . | 3 | 0 | 2 | -13 | 2 | 0 | 20
C[C@@H]1CN([C@@H](C)CO)C(=O)c2cc(NC(=O)Nc3ccc(F)cc3)ccc2O[C@@H]1CN(C)C | . | -7 | -81 | 0 | 1 | 2 | 0 | -7
O=C(c1ccc(CSc2ccc(Cl)cc2)cc1)N1CCCC1 | -11 | -28 | -59 | -1 | . | 7 | . | -66
CC[C@]12c3[nH]c4cc(CCC(=O)N(C)C)ccc4c3CCN1C(=O)[C@@H](CC(=O)NCc1ccc(OC)c(OC)c1)C[C@@H]2C(=O)N1CCN(C(=O)C2CC2)CC1 | . | -13 | -13 | -3 | 11 | 3 | 4 | -17
COC(=O)c1ccc(OCC(O)CN(CCO)CCO)cc1 (stereo unspecified) | 5 | -1 | . | . | -4 | . | -3 | .
O=c1[nH]c(=O)n(Cc2ccccc2)c2c1CCC2 | . | . | 3 | 0 | . | -1 | 7 | -20
CCOC(=O)C1CCN(C(=O)COC(=O)CNC(=O)c2ccc(C(C)(C)C)cc2)CC1 | 12 | -4 | -1 | -8 | 8 | 3 | 9 | 6
CCC(c1nnnn1Cc1ccccc1)N1CCN(C/C=C/c2ccccc2)CC1 (stereo unspecified) | 0 | 8 | 7 | -1 | -7 | 2 | -2 | -12
NC(=O)COc1ccc(/C=C2\C(=O)ON=C2c2ccccc2)cc1 | -2 | -6 | 5 | 0 | 10 | -7 | 5 | 4

Next section; the last 4 above are carried over.
SMILES | FN deposit inh | PAX8 reporter | EWS-Fli inh | ERAP1 inh | PGC1a acetyl inh | S100A4 inh HTS | PglD DTNB | LGR2 inh
O=c1[nH]c(=O)n(Cc2ccccc2)c2c1CCC2 | . | . | 3 | 0 | . | -1 | 7 | -20
CCOC(=O)C1CCN(C(=O)COC(=O)CNC(=O)c2ccc(C(C)(C)C)cc2)CC1 | 12 | -4 | -1 | -8 | 8 | 3 | 9 | 6
CCC(c1nnnn1Cc1ccccc1)N1CCN(C/C=C/c2ccccc2)CC1 (stereo unspecified) | 0 | 8 | 7 | -1 | -7 | 2 | -2 | -12
NC(=O)COc1ccc(/C=C2\C(=O)ON=C2c2ccccc2)cc1 | -2 | -6 | 5 | 0 | 10 | -7 | 5 | 4
CCN(CC)C(=O)Cn1c(=O)n(-c2ccccc2)c(=O)c2c3c(sc21)CCC3 | 3 | -1 | . | . | 8 | . | -5 | .
COc1ccccc1/C=C/C(=O)OCC(=O)NC(=O)NC1CCCC1 | . | -7 | 1 | -2 | -13 | -2 | -1 | -10
NC(=O)c1ccsc1NC(=O)c1ccc(S(=O)(=O)N2CCCc3ccccc32)cc1 | 2 | 36 | -6 | 3 | -6 | 17 | 1 | 17
O=C1S/C(=C\c2ccc(O)c([N+](=O)[O-])c2)C(=O)N1c1ccccc1Cl | -5 | -23 | -19 | 4 | . | -1 | . | 0
CCn1c(CCNC(=O)c2ccc(F)cc2)nc2ccccc21 | -6 | -15 | -7 | 16 | 2 | 7 | -1 | -12
CC1CC(C)CN(S(=O)(=O)c2ccc3oc(=O)ccc3c2)C1 (stereo unspecified) | 2 | 6 | . | 3 | . | 4 | -4 | 6
CC(C)[C@H](C)NC(=O)N(C)C[C@@H]1OCc2ccccc2-c2ccccc2C(=O)N([C@H](C)CO)C[C@H]1C | -6 | -15 | 4 | 0 | -28 | -6 | 1 | 7
Cn1cnnc1SCC(=O)NC1CCCc2ccccc21 (stereo unspecified) | . | 10 | -2 | -2 | 1 | -2 | . | 8
CC1C(=O)NC(=O)C1c1ccccc1 (stereo unspecified) | -10 | -10 | 6 | 2 | . | -1 | . | 4
CCN(CC(=O)Nc1ccc2c(c1)OCCO2)C(=O)CSCC(=O)Nc1ccc(C)cc1 | -5 | . | -15 | 2 | . | 5 | . | -17
CCCc1ccc(-c2c(C)sc(NC(=O)c3ccnn3C)c2C#N)cc1 | 2 | 3 | . | . | 11 | . | -4 | .
CCCCNC(=S)Nc1cc([N+](=O)[O-])ccc1C | 8 | 8 | . | . | 0 | . | -2 | 23
COC(=O)c1ccc(Sc2nnnn2-c2ccccc2)c([N+](=O)[O-])c1 | -4 | 30 | . | . | -11 | . | -2 | .
COc1cc(NC(=O)CSc2nnc3ccccn23)cc(OC)c1 | 3 | -12 | -4 | -3 | -1 | -1 | -5 | 7

Compounds were not picked by outcome (roughly 2.1% active in at least one column).
